Screening data deposited in PubChem BioAssay by National Center for Advancing Translational Sciences (NCATS).
CXXC DNA block: qHTS Fluorescence Polarization Assay for Inhibitors of MLL CXXC domain - DNA interaction; Histone-lysine N-methyltransferase 2A (Homo sapiens), Q03164; MLL-CXXC / FITC-HOXA9 DNA fluorescence polarization; Potency, µM (highest dose often 115 µM), for the others: at the highest dose activity change, negative = inhibition, hits mostly inhibitors; 290,000 tested, 0.037% active; active means well fitted inhibition curve with a large enough effect in the polarisation, with a control signal flat, not every such curve was filed as active; inconclusive means small, poorly fitted or top-dose-only effect, or effect the other way, or a change in a side signal; inactive means no such curve, though single readings can be large or run the other way; the % refers to the polarisation; further: potency means the concentration at half of the fitted maximal effect
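Purified MLL-CXXC (added from a 7 uM solution) was preincubated 5 min at ambient with pinned compounds in 50 mM Tris-HCl pH 7.5, 50 mM NaCl, 1 mM DTT, 0.05% BSA. Fluorescein-labeled HOX-A9 DNA (50 nM solution) followed, 30 min, then polarization read.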
GALK inhibitor: qHTS Assay for Inhibitors of Human Galactokinase (GALK); Purified GALK, Kinase-Glo residual ATP luminescence; Potency, µM (series often up to 57.5 µM), without a hit: top-dose activity change, negative = inhibition, most hits filed as inhibitors; P51570; 270,000 tested, 0.007% active; further: potency means the concentration at half of the fitted maximal effect; on the % scale 0 is the no-effect control and ±100 the full control effect
Target sequence (P51570 whole entry, looked up): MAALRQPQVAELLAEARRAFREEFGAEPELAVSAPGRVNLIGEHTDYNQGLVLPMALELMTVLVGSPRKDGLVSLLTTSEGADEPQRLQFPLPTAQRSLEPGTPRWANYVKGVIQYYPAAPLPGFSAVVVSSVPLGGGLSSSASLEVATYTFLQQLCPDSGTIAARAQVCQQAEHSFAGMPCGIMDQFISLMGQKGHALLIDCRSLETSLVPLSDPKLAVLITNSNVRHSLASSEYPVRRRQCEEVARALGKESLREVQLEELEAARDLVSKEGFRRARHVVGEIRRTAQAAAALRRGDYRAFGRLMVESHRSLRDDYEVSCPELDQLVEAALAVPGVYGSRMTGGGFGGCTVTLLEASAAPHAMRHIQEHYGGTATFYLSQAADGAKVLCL
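Quantitative HTS: GALK 5 nM, ATP 35 uM, galactose 100 uM, 1 h room temperature, then luciferase-based ATP detection.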
Coupling enz: qHTS Assay for Inhibitors of Fructose-1,6-bisphosphate Aldolase from Giardia Lamblia: Coupling assay counterscreen; coupling enzyme system counterscreen, AmpLite Red fluorescence; activity change, negative = inhibition, % at 58.2 µM, hits read low; 290,000 tested, 0.67% active; in the data active means activity change below about -30%; further: on the % scale 0 is the no-effect control and ±100 the full control effect
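Counterscreen lacking aldolase: glyceraldehyde-3-phosphate coupling-enzyme reagent preincubated 10 min at RT with compound (at 57.5 uM final), then substrate/coupling system with AmpLite Red added; fluorescence read at 525/598 nm after 20 min RT.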
hERG WT inh: qHTS for Inhibitors of KCHN2 3.1: Wildtype qHTS; 340,000 tested, 0.37% active; activity change, % at 1.84 µM; Voltage-gated inwardly rectifying potassium channel KCNH2 (Homo sapiens), Q12809; U2OS, BacMam KCNH2, thallium flux FluxOr; stronger effect = lower value;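 active means maximum activity change below -70%; inconclusive means maximum activity change between -70% and -50%; inactive means maximum activity change above -50%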; further: on the % scale 0 is the no-effect control and ±100 the full control effect
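U2OS cells were transduced with wild-type KCNH2 virus (2.03 x 10^8 / mL) for 4 h at room temperature, then cultured overnight at 37 C. Thallium flux was read with FluxOr dye. Rate constants were normalized to DMSO controls.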
TSHR antag: Antagonists of the Thyroid Stimulating Hormone Receptor: HTS campaign; AID 504810, 2011; TSHR-expressing cells, TSH-stimulated cAMP HTRF, 2 h; stronger effect = lower value; activity change, negative = inhibition, % at 11.5 µM; 330,000 tested, 0.2% active;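 active means activity change below a set negative limit, meaning inhibition stronger than a set level, cut at about -70% in these data; inconclusive means activity change between two set negative limits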; further: on the % scale 0 is the no-effect control and ±100 the full control effect
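Cell-based HTRF cAMP assay; TSHR cells + compound, TSH EC80 (4nM final), 2 h, 37 deg C. Lysis with anti-cAMP cryptate and cAMP-d2, 30 min RT, read 665/620 nm.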
Giardia kill: Small Molecules that selectively kill Giardia lamblia: qHTS. 340,000 tested, 0.15% active. activity change, % at 7.66 µM, hits read low. Giardia lamblia trophozoite viability; in the data active means activity change below about -80%; inconclusive means between about -30% and that limit;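 further: parasites exposed to compound for two days anaerobically before the ATP read; on the % scale 0 is the no-effect control and ±100 the full control effect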
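Giardia trophozoites, 100 cells per well, were exposed to compounds for 48 hrs at 37 deg C under anaerobic conditions; viability was then read as ATP content by bioluminescence after 15-30 min at room temperature.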
Chronic BCR inh: qHTS Assay to Find Inhibitors of Chronic Active B-Cell Receptor Signaling | ABC-DLBCL IkBa-CBG/CBR reporter, luminescence ratio, 4 h | Potency, µM (highest dose often 46.1 µM), without a hit: top-dose ratio change, negative = lower green/red ratio, usual class: inhibitors | 340,000 tested, 0.05% active | AID 493014, 2011; active means well fitted inhibition curve with a large enough effect in the signal ratio, with a control signal flat, not every such curve was filed as active; inconclusive means small, poorly fitted or top-dose-only effect, or effect the other way, or a change in a side signal; the % refers to the signal ratio;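 further: potency means the concentration at half of the fitted maximal effect; plate controls were basal doxycycline-induced cells for no effect and cells given 10 µM MG132 for full effect; MG132 reads +100%, hits lower the ratio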
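TMD8 human ABC-DLBCL cells with doxycycline-inducible IκBα–green luciferase fusion and unfused red luciferase, in 0.5% FBS medium; compounds up to 46 uM, 4 h at 37C. Green/red luminescence ratio, filter-overlap corrected, fitted to concentration-response curves.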
Tb PFK block: qHTS Assay to Find Inhibitors of T. brucei phosphofructokinase; ATP-dependent 6-phosphofructokinase (Trypanosoma brucei brucei), O15648; T. brucei PFK, ADP-Glo luminescence; Potency, µM (top dose mostly 57.5 µM), for the others: at the highest dose activity, negative = inhibition, actives largely listed as inhibitors; 330,000 tested, 0.17% active; AID 485367, 2010;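 further: potency means the concentration at half of the fitted maximal effect; 0% = uninhibited 1x PFK enzyme wells and -100% = no-enzyme wells; nearly all actives have a fitted effect of over 60% in size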
Target sequence (O15648 whole entry, looked up): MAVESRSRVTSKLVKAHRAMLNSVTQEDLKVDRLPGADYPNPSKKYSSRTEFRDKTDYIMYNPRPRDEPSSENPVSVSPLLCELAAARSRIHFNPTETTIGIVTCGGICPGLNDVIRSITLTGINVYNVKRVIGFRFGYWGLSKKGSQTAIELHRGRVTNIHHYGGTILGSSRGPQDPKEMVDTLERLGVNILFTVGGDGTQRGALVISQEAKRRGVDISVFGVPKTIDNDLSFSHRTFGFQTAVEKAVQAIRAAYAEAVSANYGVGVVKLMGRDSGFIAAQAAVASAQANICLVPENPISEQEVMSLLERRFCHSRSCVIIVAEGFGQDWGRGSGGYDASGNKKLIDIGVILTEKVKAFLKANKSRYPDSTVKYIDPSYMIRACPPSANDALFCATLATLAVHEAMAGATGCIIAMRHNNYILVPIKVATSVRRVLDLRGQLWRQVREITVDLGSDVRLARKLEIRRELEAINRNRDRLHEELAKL
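Activity is normalized to no-enzyme wells (full inhibition) and 1.25 nM enzyme wells (no inhibition). Reaction: 0.5 mM F6P, 0.1 mM ATP, 45 min RT, ADP-Glo luminescence; concentration-response curves fitted and classed by quality.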
AT treatment: qHTS Assay for Identifying a Potential Treatment of Ataxia-Telangiectasia; 320,000 tested, 0.19% active; AID 485349, 2010; Potency, µM (doses to about 57.5 µM), for the others: top-dose activation, usual class: activators; […] A-T fibroblasts, KAP-1 phosphorylation AlphaLISA; neocarzinostatin DNA damage 30 min before lysis; further: potency means the concentration at half of the fitted maximal effect; % of control where 0% means no effect; nearly all actives have a fitted effect of over 45% in size
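ATM-like activity read as KAP-1 phosphorylation via AlphaLISA donor/acceptor antibody pairs after lysis and 6 hr at 25C. Cells were ATM-null patient fibroblasts ([…], hTERT), dosed 60 min, then exposed to the DSB inducer NCS for 30 min.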
TCR activator: Activators of T cell receptors: qHTS campaign; primary human leukocytes, anti-CD3, IL-2 HTRF, 48 h; 330,000 tested, under 10 active; Potency, µM (top dose mostly 9.22 µM), inactives show at the highest dose activation of IL-2 secretion, actives largely listed as activators; further: % of control where 0% means no effect
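Readout: HTRF IL-2, Eu-cryptate/d2 antibody pair, 320nm excitation, 665nm emission. Stimulus: a-CD3 beads, no co-stimulation. Cells: primary human leukocytes. Exposure: 48 hr with compound.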
The depositor's hits bear a star; ? = inconclusive; · = not tested or not shown; [ ] = dose if it differs, or a comment. Unless noted, the call rests on the fitted dose curve; in most records, active means well fitted curve in the direction sought with a large enough effect; inconclusive means small, poorly fitted or top-dose-only effect, or another doubt; inactive means no such curve, though single readings can be large; an effect the other way counts as inactive or inconclusive.

SMILES	CXXC DNA block	GALK inhibitor	Coupling enz	hERG WT inh	TSHR antag	Giardia kill	Chronic BCR inh	Tb PFK block	AT treatment	TCR activator
O=C(NCCCN1CCCC1=O)c1ccc2c(c1)NC(=O)C(N1CCOCC1)S2 (stereo not drawn)	-1%	-1%	-5	4	-2	14	10%	0%	8%	-6%
CCN(CC)CCCNC(=O)c1cc2c(-c3ccc(Cl)cc3)nn(C)c2s1	-1%	1%	0	9	-1	29	?	3%	-6%	-10%
Cc1cccc(N(CC(=O)N2CCCCCC2)S(C)(=O)=O)c1C	-4%	0%	0	-13	-6	-8	6%	-8%	1%	10%
COc1cc(C(=O)Nc2ccc3c(c2)OCCO3)ccc1-n1cnnn1	-2%	0%	1	10	-2	7	-10%	21%	-1%	-3%
CC1(CCc2ccccc2)NC(=S)N(c2ccc(Cl)cc2)N1 (stereo not drawn)	-4%	0%	1	-13	6	-12	?	?	3%	11%[46.1 µM]
COc1cccc(C2=CC(c3ccc(OC)c(OC)c3)NC(=S)N2)c1 (stereo not drawn)	-5%	4%	0	-5	-4	-10	?	1%	-3%	-6%
CCOc1ccc(CN2CCNC(=O)C2CC(=O)NCc2csc(C(C)C)n2)cc1 (stereo not drawn)	2%	·	-1	-15	4	13	9%	2%	2%	0%
O=S(=O)(c1ccc(Cl)cc1)N1CCN(C(=S)Nc2ccc(F)c(Cl)c2)CC1	0%	1%	-1	-3	-10	-3	13%	-10%	3%	-11%[46.1 µM]
Cc1cc(NC(=O)c2ccc(Cl)cc2Cl)n(-c2ccccc2)n1	·	·	·	-31	8	?	1%	3%	2%	3%
COc1ccccc1-c1nnc(NC(=O)Cc2ccccc2)o1	1%	5%	3	-14	3	20	?	0%	-1%	12%
O=C(Cc1ccccc1)NCCCc1ccccc1	-1%	-4%	3	1	10	0	26%	-2%	1%	3%
O=C(CCNC(=O)c1ccccc1Cl)NN1C(=O)NC2(CCCCC2)C1=O	·	·	·	2	1	-3	5%	-2%	-2%	-6%
CCOc1ccc(C(Nc2ccc(C)cc2)P2(=O)OCCC(C)O2)cc1 (stereo not drawn)	0%	0%	-2	-2	-1	-3	-5%	5%	·	-16%
Cc1c(Cl)ccc2c1NC(=O)[C@]21N[C@@H](CCC(N)=O)[C@H]2C(=O)N(c3ccc(F)cc3)C(=O)[C@H]21	0%	6%	1	-2	-2	-6	-3%	2%	-6%	-28%
CC1=C(C(=O)OCc2ccccc2)C(/C=C/c2ccccc2)NC(=S)N1 (stereo not drawn)	13%	-6%	1	-3	156	-6	10%	0%	4%	-3%[46.1 µM]
CCOC(=O)N1CCN(C(=O)c2ccc(CS(=O)Cc3ccccc3Cl)o2)CC1 (stereo not drawn)	1%	2%	·	-3	-17	1	-3%	0%	0%	3%
COc1cccc(-n2c(Cc3cc(=O)[nH]c(=O)[nH]3)nnc2SCC(=O)Nc2ccccc2)c1	-4%	2%	-2	-3	-1	-15	2%	2%	25%	-4%
Cc1ccc(NC(=O)CN(C)C(=O)Cn2c(=O)oc3ccccc32)cc1	·	·	·	-11	27	27	-8%	2%	5%	-5%
COc1cc(OC)cc(C(=O)NC(C)c2ccc(Br)cc2)c1 (stereo not drawn)	4%	0%	-5	-7	6	-15	3%	0%	4%	0%
Cc1cc(C)c(-c2csc(NC(=O)C3=NN(c4ccccc4)C(=O)CC3)n2)c(C)c1	2%	1%	2	-2	-12	2	11%	0%	-2%	1%[46.1 µM]
COc1ccc(CN2C(=O)c3cccnc3C2=O)cc1S(=O)(=O)N1CCCC(C)C1 (stereo not drawn)	10%	0%	-1	-10	19	1	-10%	-2%	13%	1%
O=C(CCN1C(=O)c2ccccc2C1=O)N1CCN(Cc2ccccc2)CC1	-6%	-2%	0	-1	8	12	0%	-2%	2%	2%[46.1 µM]
Cc1cc(NC(=S)N(Cc2cccc(Br)c2)CC2CCC(C(=O)O)CC2)ccc1Cl (stereo not drawn)	-3%	-2%	4	13	5	2	?	-2%	-3%	-6%
CC(C)(C)c1ccc(C2/C(=C(\O)c3ccc4c(c3)OCCO4)C(=O)C(=O)N2CCCN2CCOCC2)cc1 (stereo not drawn)	34%[activator]	-3%	·	-1	-5	?	-1%	-7%	-2%	-2%
COc1cc2ccccc2cc1C(=O)OCC(=O)N(CC(C)C)c1c(N)n(Cc2ccccc2)c(=O)[nH]c1=O	·	·	·	-8	-11	-5	-2%	19%	0%	-32%
SMILES	CXXC DNA block	GALK inhibitor	Coupling enz	hERG WT inh	TSHR antag	Giardia kill	Chronic BCR inh	Tb PFK block	AT treatment	TCR activator
CCOC(=O)CN(C(=O)CNC(=O)c1ccco1)C(C(=O)NC1CCCCC1)c1cccc(OC)c1 (stereo not drawn)	14%	-3%	-1	-5	-8	-2	-8%	0%	0%	1%
CSc1nnc(NC(=O)c2nc(S(=O)(=O)Cc3ccc(C)cc3)ncc2Cl)s1	?	-9%	·	-9	-32	-26	?	-1%	-8%	4%
CC(=O)Nc1ccc(N2C(=O)c3ccc(C(=O)Nc4nnc(SCc5ccc(F)cc5)s4)cc3C2=O)cc1	20%	-3%	3	6	1	?	0%	0%	0%	2%
O=C(CSc1nnc(NC(=O)c2ccccc2Cl)s1)Nc1ccc2c(c1)oc1ccccc12	-5%	-3%	-4	·	-16	·	1%	-4%	-5%	-2%[46.1 µM]
CCC(Oc1ccccc1OC)C(=O)Nc1ccc2c(c1)n(C)c(=O)n2C (stereo not drawn)	1%	-2%	1	-3	-1	11	-11%	-5%	3%	-4%
C[C@@H]1C(c2ccc(F)cc2)=NN(c2ccccc2)[C@H]1C(=O)N1CCOC1=O	·	·	-5	3	3	36[activator]	-9%	1%	9%[11.5 µM]	-6%[46.1 µM]
CCOC(=O)C1CCN(C(=O)c2ccccc2NS(=O)(=O)c2cc(C)ccc2C)CC1	-4%	0%	1	4	0	3	1%	0%	1%	0%[46.1 µM]
COc1ccc(CN2C(=O)c3cccnc3C2=O)cc1S(=O)(=O)NC1CCCCC1	0%	-7%	·	-7	54	-8	0%	1%	-3%	-3%
CCn1cc(CN2CCC(n3nccc3NC(=O)c3cccc(F)c3)CC2)c(C)n1	5%	6%	·	0	15	5	0%	0%	2%	-2%

An excerpt of these results, with values under each structure:
Below each compound: CXXC DNA block, GALK inhibitor, Coupling enz, hERG WT inh, TSHR antag, Giardia kill, Chronic BCR inh, Tb PFK block, AT treatment, TCR activator
> O=C(NCCCN1CCCC1=O)c1ccc2c(c1)NC(=O)C(N1CCOCC1)S2 (stereo not drawn)
 : -1%, -1%, -5, 4, -2, 14, 10%, 0%, 8%, -6%
> CCN(CC)CCCNC(=O)c1cc2c(-c3ccc(Cl)cc3)nn(C)c2s1
 : -1%, 1%, 0, 9, -1, 29, ?, 3%, -6%, -10%
> Cc1cccc(N(CC(=O)N2CCCCCC2)S(C)(=O)=O)c1C
 : -4%, 0%, 0, -13, -6, -8, 6%, -8%, 1%, 10%
> COc1cc(C(=O)Nc2ccc3c(c2)OCCO3)ccc1-n1cnnn1
 : -2%, 0%, 1, 10, -2, 7, -10%, 21%, -1%, -3%
> CC1(CCc2ccccc2)NC(=S)N(c2ccc(Cl)cc2)N1 (stereo not drawn)
 : -4%, 0%, 1, -13, 6, -12, ?, ?, 3%, 11%[46.1 µM]
> COc1cccc(C2=CC(c3ccc(OC)c(OC)c3)NC(=S)N2)c1 (stereo not drawn)
 : -5%, 4%, 0, -5, -4, -10, ?, 1%, -3%, -6%
> CCOc1ccc(CN2CCNC(=O)C2CC(=O)NCc2csc(C(C)C)n2)cc1 (stereo not drawn)
 : 2%, ·, -1, -15, 4, 13, 9%, 2%, 2%, 0%
> O=S(=O)(c1ccc(Cl)cc1)N1CCN(C(=S)Nc2ccc(F)c(Cl)c2)CC1
 : 0%, 1%, -1, -3, -10, -3, 13%, -10%, 3%, -11%[46.1 µM]

Part of the list above, comma-delimited:
canonical_smiles,CXXC DNA block,GALK inhibitor,Coupling enz,hERG WT inh,TSHR antag,Giardia kill,Chronic BCR inh,Tb PFK block,AT treatment,TCR activator
CCOC(=O)C1CCN(C(=O)c2ccccc2NS(=O)(=O)c2cc(C)ccc2C)CC1,-4%,0%,1,4,0,3,1%,0%,1%,0%[46.1 µM]
COc1ccc(CN2C(=O)c3cccnc3C2=O)cc1S(=O)(=O)NC1CCCCC1,0%,-7%,·,-7,54,-8,0%,1%,-3%,-3%
